Screening results: PubChem, several laboratories
b-catenin transl: alters nuclear translocation of beta-catenin in HeLa cells | immunofluorescence imaging | nuclear translocation activity, % at 5 µM | actives 0.3% (n = 190,000) | AID 1665;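 active = nuclear translocation activity above 50% at 5 µM, with a well cell count of 50 or more; inconclusive = wells under 50 cells across six images, flagged as toxic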;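 also: per-cell ratio of nuclear to cytoplasmic median beta-catenin stain intensity; plate controls were DMSO negative control for no effect and GSK-3 inhibitor IX positive control for full effect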
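test system = HeLa cells, endogenous beta-catenin | dosing = single 5 µM dose plus 0.02–20 µM confirmation series | times = compound treatment 24 h, 37°C, 5% CO2 | technique = beta-catenin immunofluorescence imaging with DAPI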
PMI inhibitors: inhibitors of human PMI, primary screen, biochemical, fluorescence intensity, coupled assay (AID 1209); inhibition, % at 20 µM, or IC50 in µM where a hit was titrated; purified PMI enzyme, coupled fluorescence intensity; higher % means a stronger effect; actives 0.42% (n = 190,000); in the data active = inhibition above about 50%;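 also: plate controls were DMSO vehicle for no effect and wells lacking substrate for full effect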
Insulin prom up: MIN6 insulin promoter up-regulation | actives 0.3% (n = 190,000) | MIN6 insulin promoter-GFP reporter, high-content imaging; stronger effect = higher value | z-score at 5 µM | AID 1625;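 active = z-score above 3 at 5 µM with at least 500 cells counted in the well; inconclusive = wells under 500 cells, flagged as cytotoxic or low count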
T cell modulator: modulates CD8 T cell binding to vesicles; AID 2052; actives 0.068% (n = 330,000); calls only at 7 µM; 2C CD8+ T cell-vesicle binding, flow cytometry; stronger effect = lower value;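 active = response, share of CD8 T cells binding vesicles, and their 90th percentile fluorescence all below set limits, cut at about 80% in these data, passing the limit was not always enough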
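Assay system – 2C mouse CD8+ T cells · Also added – QL9-loaded Drosophila micro-vesicles · Timing – Cell–vesicle co-incubation 1.5 h at 37 °C, staining 20 min on ice · Signal – flow cytometry of vesicle-bound cells · Measure – percent CD8+ FL2 mean versus row control · Controls – Peptide-free naked vesicles (low) and QL9 vesicles with 0.7% DMSO vehicle (high)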
MT stabilize HCS: microtubule stabilizers in HeLa cells; HeLa tubulin immunostaining HCS, 24 h; share of cells brighter than vehicle mean+2SD; % tubulin-high responders, % at 10 µM; actives 0.83% (n = 200,000); AID 2205;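 active = plate Z-score above 3 for both tubulin-high and condensed-nucleus cell shares, with cell loss under 80%, at 10 µM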;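 also: anti alpha tubulin signal scored within the nucleus-defined area of each cell; some results filed as inactive read as strong as hits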
TNAP activation fold: stimulation of alkaline phosphatase TNAP activity – biochemical, luminescent, no phosphate acceptor, uHTS, primary screen (AID 1001) | actives 0.03% (n = 200,000) | purified TNAP, luminescent activation assay, no phosphate acceptor; higher activation fold means a stronger effect | one-dose activation fold at 20 µM; EC50 in µM for titrated hits; in the data active = activation fold from about 3, or a potency from the dose series; inactive = the rest, 99 in 100 with activation fold below about 1.6; also: many of its hits are not listed in these tables
Myeloid diff 2: myeloid differentiation induction | ER-HoxA9 myeloid progenitors, lysozyme-GFP differentiation, flow cytometry | actives 1% (n = 360,000) | calls only at 10 µM | AID 624256;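 active = normalized GFP-positive differentiation at or above the plate's own cutoff, the solvent-only control mean plus 3 SD; inconclusive = no clear call, values can overlap the other calls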;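 also: cells exposed to compound for four days before flow analysis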
Lipid droplet: modulators of hepatic lipid droplet formation; AML12 mouse hepatocytes, oleate lipid droplets, BODIPY imaging; inhibition, % at 6.5 µM; actives 0.4% (n = 240,000);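 active = lipid droplet intensity inhibited by at least 50%, with more than 500 cells counted; inconclusive = wells with under 300 cells, treated as cytotoxic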
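Assay system: AML12 mouse liver cells | Compound: 6.5 µM single-point dosing | Schedule: Overnight exposure | Technique: Fluorescence imaging, 20x objective, two fields per well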
Dynein cargo inh: dynein cargo transport inhibition; 3617.4 mouse cells, GR-EGFP nuclear translocation imaging; test concentration mostly 20 µM; stimulated with dexamethasone, 1 µM; stronger effect = lower value; z-score, hits read low; actives 0.47% (n = 220,000); AID 1381;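 active = plate z-score of nuclear minus cytoplasmic receptor signal below a set negative limit, without overly bright fluorescence or cell loss, cut at about -3.5 in these data, passing the limit was not always enough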;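 also: z-score of nuclear minus cytoplasmic ring GR-EGFP intensity difference per well; some compounds called inactive have numbers as strong as hits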
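medium = tetracycline-free induction medium containing charcoal-stripped FBS | probe or stimulus = dexamethasone, 1.0 µM final | timing = 48 h induction, then 1 h compound, then 30 min agonist, 37 °C | detection = automated 10x imaging of fixed Hoechst-stained cells | read-out basis = nuclear versus cytoplasmic GR-EGFP signal, averaged per well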
Dynein cargo inh cytoplasmic EGFP: further read-out of Dynein cargo inh, marked with its call; z-score; measured here: cytoplasmic GR-EGFP intensity; stronger effect = higher value
Dynein cargo inh nuclear GR-EGFP: further read-out of Dynein cargo inh, marked with its call; z-score; measured here: nuclear GR-EGFP intensity;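 lower value marks the stronger effect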
Dynein cargo inh cell count: recorded beside Dynein cargo inh, whose call it bears; z-score; measured here: cell count per field
Insulin prom up cell count: also measured in Insulin prom up; calls as there; cell count; measured here: cytotoxicity, nuclei count;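 total cells summed across four imaged fields per well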
Lipid droplet cells 6.5 µM: recorded beside Lipid droplet, whose call it bears; cell count; measured here: cell count, cytotoxicity flag;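 cells counted across two imaged fields per well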
b-catenin transl cell count 5 µM: recorded beside b-catenin transl, whose call it bears; cell count; measured here: cell count, cytotoxicity flag
T cell modulator vesicle-bound %: further read-out of T cell modulator, marked with its call; double positive events, %; measured here: CD8+ vesicle-bound cell fraction;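 binding gate set so that unloaded-vesicle control wells show 10% double positive cells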
MT stabilize HCS Hoechst-high %: also measured in MT stabilize HCS; calls as there; % Hoechst-high responders; measured here: nuclear condensation Hoechst responders;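 share of cells brighter than vehicle mean plus two SD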
MT stabilize HCS cytotoxicity %: further read-out of MT stabilize HCS, marked with its call; toxicity, %; measured here: cytotoxicity by cell density;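 0% = mean cell density of plate MIN control wells and 100% = no cells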
Myeloid diff 2 GFP+ MAC1+ %: further read-out of Myeloid diff 2, marked with its call; GFP+ MAC1+ double positive, %; measured here: differentiation confirmed by MAC1 staining
* hit, by the source's call; i = inactive; ? = inconclusive; · = not tested or not shown.

mol	Dynein cargo inh	PMI inhibitors	Dynein cargo inh cell count	Dynein cargo inh cytoplasmic EGFP	Insulin prom up cell count	b-catenin transl cell count 5 µM	Lipid droplet	Myeloid diff 2	MT stabilize HCS cytotoxicity %	b-catenin transl	Lipid droplet cells 6.5 µM	MT stabilize HCS	MT stabilize HCS Hoechst-high %	Insulin prom up	T cell modulator vesicle-bound %	Myeloid diff 2 GFP+ MAC1+ %	TNAP activation fold	T cell modulator	Dynein cargo inh nuclear GR-EGFP
CCCC(=O)Nc1nnc(COC)s1	0.57	6%	0.19	-0.25	1308	·	-2	i	6.7	·	758	3.9	1.3	0.35	49	0.3	1.1	i	0.68
COCCn1nnnc1CN(Cc1cccnc1)Cc1cc2cc(OC)ccc2[nH]c1=O	-0.73	0%	0.33	-0.19	·	·	·	i	2.0	·	·	1.8	0.9	·	·	1.1	1.1	·	-0.093
COc1ccc(OC)c(C(=O)Cn2nnc(-c3ccc(N4CCOCC4)cc3)n2)c1	-0.52	·	0.4	-0.28	1155	1356	4	i	·	-0.2	686	·	·	-0.02	19	0.3	·	i	0.2
CNC(=S)N(Cc1cccs1)Cc1cc2ccc(OC)cc2[nH]c1=O	0.12	10%	-0.26	-0.22	1479	1080	13	i	7.6	-1.8	649	2.9	1.9	-0.39	45	0.3	1.1	i	0.17
O=C(NCC1CCCO1)C(c1ccc(N2CCOCC2)cc1)N(C(=O)Cn1nnc2ccccc21)c1ccccc1F (stereo not drawn)	-0.37	4%	0.65	-0.082	1355	1508	-2	i	6.4	0.7	699	2.6	1.8	-0.51	34	0.1	1	i	0.04
CCOC(=O)N1CCN(C(=O)c2cc3c(s2)-c2ccccc2OC3)CC1	1.5	6%	-0.89	-0.11	1692	1048	-3	i	3.1	3.9	534	6.5	1.6	-0.41	40	1.7	1.1	i	0.8
COc1cc(OC)cc(C(=O)Nc2cccc(NC(C)=O)c2)c1	-0.51	0%	0.35	-0.1	1423	1020	-4	i	4.8	-0.6	541	2.1	2.6	-0.25	38	4.7	1.1	i	0.57
c1ccc(Nc2nc(-c3ccncc3)cs2)nc1	-0.13	13%	0.18	0.021	735	1156	4	·	0.4	0.1	748	5.6	4.3	-0.7	33	·	1	i	0.16
CC(C)C(=O)Nc1cccc(C(=O)NCc2ccc(S(N)(=O)=O)cc2)c1	0.51	2%	-1.3	-0.27	·	·	3	i	6.0	·	638	1.8	1.6	·	16	0.4	1.1	i	0.65
O=C1C(C=NCCCN2CCCC2=O)=C(O)c2ccccc21	-0.56	-3%	0.47	-0.33	1087	755	·	i	7.9	-2.1	·	3.6	4.6	2.1	36	1.2	1.1	i	-0.22
Cc1nc(-c2ccccn2)nc(SCC(=O)c2ccc(F)cc2)c1Cl	0.16	·	-0.27	-0.15	961	1246	-4	i	·	1.4	717	·	·	0	17	0.4	·	i	0.51
Cc1ccc(N2CC(C(=O)Nc3nnc(SCC(=O)Nc4nc(C)cs4)s3)CC2=O)cc1 (stereo not drawn)	0.36	-12%	-1.1	-0.16	1359	920	-41	i	4.1	0.1	526	2.3	1.6	0.1	17	0.6	1	i	0.73
Cc1cc(C(=O)N/N=C/c2cccc([N+](=O)[O-])c2O)n[nH]1	1.2	52%*	-0.62	-0.21	1273	968	-1	i	4.4	-1.0	614	8.4	1.3	0.37	28	0.3	1.8	i	0.7
Cc1ccc(NC(=O)CNC(=O)OCc2ccccc2)cc1C	0.72	11%	-0.1	-0.32	1502	1020	8	i	5.6	-1.1	737	2.2	1.2	-0.61	9	1.1	1	i	0.46
COc1ccccc1CNC(=O)CC(NS(=O)(=O)c1ccc(C)cc1)c1ccco1 (stereo not drawn)	-0.36	15%	0.3	-0.35	1934	1112	-32	i	9.5	-0.6	691	4.1	3.2	0.07	24	1.4	1.1	i	-0.076
Cc1ccc(NCC(O)Cn2cnc3c2c(=O)n(C)c(=O)n3C)cc1 (stereo not drawn)	-0.051	·	-0.2	-0.26	1406	1138	1	i	·	-4.0	705	·	·	-0.34	30	0.9	·	i	0.006
CC(=O)NC(=O)NC1CSCC1OC(C)=O (stereo not drawn)	-0.15	3%	1.7	-0.3	1264	1078	-3	i	33	-0.3	715	3.9	1.5	0.49	25	1.4	1.1	i	0.045
CC(C)(C)NC(=O)NC(=O)COc1ccccn1	-0.26	-4%	0.22	-0.2	1230	1156	-14	i	12	-1.3	708	2.1	2.2	0.31	58	1.3	1	i	0.042
COc1ccc(NC(=O)C2CCCN2S(=O)(=O)c2ccc3c(c2)CCC(=O)N3)cc1 (stereo not drawn)	-0.25	-7%	0.14	-0.19	830	·	·	i	2.1	·	·	4.4	3.0	1.3	52	1.2	0.9	i	-0.0081
COc1cc(SC)ccc1C(=O)OCC(=O)NCC(C)C	0.69	4%	-0.45	-0.34	1245	1088	-3	i	5.4	-1.0	695	3.4	3.2	-0.06	26	1.7	1	i	0.75
CC(C)(C)OC(=O)N1CCC[C@H]1C(=O)N/N=C/c1ccc2nccnc2c1	-0.2	·	0.34	-0.26	1420	1240	33	i	·	-2.3	737	·	·	-0.53	26	0.3	·	i	-0.16
CN1CCN(c2ccc(C(=O)c3cn(-c4ccc(F)c(Cl)c4)nn3)cc2)CC1	-0.089	0%	0.3	0.1	894	1156	5	?	27	-0.1	693	7.1	5.4	-1.4	31	·	1.1	i	0.29
COc1ccccc1N1CCN(C(=O)c2ccc3[nH]c4c(c3c2)CC(C)CC4)CC1 (stereo not drawn)	0.49	3%	-0.13	0.0074	1234	967	14	i	2.6	-1.1	694	2.2	2.8	-0.06	62	1.4	1.2	i	-0.19
Cc1ccc(C2=NN(CCC(=O)NCc3ccc4c(c3)OCO4)C(=O)CC2)cc1	-0.51	9%	0.08	-0.15	1592	1060	-6	i	4.3	0.1	619	3.2	2.2	-1.4	22	1.0	1.1	i	-0.19
COC(=O)Cc1csc(Nc2ccc(Cl)cc2)n1	-0.31	5%	0.61	-0.23	1398	910	0	i	0.6	-1.5	612	3.1	2.7	0.1	49	0.2	1.5	i	-0.47
S=C(c1ccc(N2CCOCC2)cc1)N1CCCCC1	-0.59	0%	-0.25	-0.24	1160	1250	6	i	20	-2.8	743	2.0	1.6	0.19	32	0.8	1.1	i	-0.24
COc1cc2[nH]c(=S)n(CC3CCCO3)c(=O)c2cc1OC (stereo not drawn)	-0.64	5%	0.88	-0.28	1320	1012	-2	i	30	-1.3	756	1.3	2.1	-0.65	41	9.2	1.1	i	-0.074
COC(=O)c1ccc(Cl)c(NC(=O)CN(c2ccc(OC)cc2)S(=O)(=O)c2ccccc2)c1	0.08	·	-0.11	0.009	·	·	·	i	5.6	·	·	2.8	1.6	·	31	1.1	·	i	0.25
COc1ccccc1C(=O)NN1C(=O)/C(=C/c2cccn2C)SC1=S	0.88	·	-0.33	0.22	1051	1297	-22	·	·	-0.3	687	·	·	0.8	·	·	·	·	0.83
CC(=O)Nc1ccc(S(=O)(=O)Nc2ccc(S(=O)(=O)N3CCCC3)cc2)cc1	-0.98	-15%	1.9	-0.28	1097	1108	-3	i	4.1	2.2	747	4.1	1.9	0.17	29	3.8	1.1	i	-1
COc1ccc(NC(=O)COC(=O)Cc2c(F)cccc2Cl)cc1OC	1.2	5%	-0.28	-0.23	1407	1103	18	i	4.8	0.3	703	2.7	1.6	0.24	20	0.2	1.2	i	0.16
Nn1c(SCC(=O)Nc2ccc3c(c2)OCO3)nnc1-c1ccc(Cl)cc1	-0.028	-3%	-0.2	-0.2	1465	901	·	i	5.1	-0.8	·	3.3	2.1	-2	37	1.0	1.1	i	0.37
COc1ccccc1NC(=O)CSc1nnc(Cc2cc(=O)[nH]c(=O)[nH]2)n1-c1ccccc1	-0.17	5%	-0.38	-0.18	1610	924	-6	i	8.3	1.9	634	6.4	4.0	0.13	8	1.0	1.1	i	0.12
Cc1ccc(Cn2ncc(Cl)c(Cl)c2=O)cc1	-3.3	-3%	0.26	0.72	1115	551	-6	?	2.1	2.1	657	3.8	1.6	-0.04	3	·	1	i	-2
NCCCCCc1nnc(SC/C=C/c2ccccc2)o1	-0.33	16%	0.92	-0.25	1196	·	-9	i	0.6	·	676	2.8	1.1	0.18	40	0.7	1	i	-0.88
